Bioassay records (PubChem BioAssay)
Efflux pump inh: antifungal efflux pump inhibition, Nile Red retention; inhibition, % at 10 µM; actives 0.44% (n = 330,000); S. cerevisiae Candida pump triplex;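 active means plate passing quality check with inhibition over a set limit, or well fluorescence over plate mean plus 4 SD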;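 further: Nile Red retained in pooled yeast measured as flow cytometry median fluorescence; 0% = buffer negative control and 100% = Enniatin B positive control; higher means more Nile Red kept so more efflux inhibition; some compounds called inactive have numbers as strong as hits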
proCasp7 act: activates human procaspase-7, counter-screen for procaspase-3 activators. actives 0.093% (n = 330,000). activation, % at 8.5 µM. AID 463210. P55210. recombinant procaspase-7, Ac-DEVD-pNA absorbance 405 nm; D23A/D198A/D206A triple mutant, cannot self-cleave; scale: DMSO 0, 5 µM enzyme 100;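 active means percent activation above the screen-wide mean plus 3 SD, cut at about 25% in these data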
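Test system: Procaspase-7 triple mutant (PC-7 D3A). Also added: Ac-DEVD-pNA substrate, 400 µM as added. Schedule: 1 h enzyme–compound preincubation and 2 h substrate reaction, both 25 °C. Signal: p-Nitroaniline absorbance at 405 nm, read at 0 and 120 min. Control set: low DMSO alone, high DMSO plus 5 µM PC-7.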
PP5 primary: PP5 (human) phosphatase inhibition; actives 0.18% (n = 320,000); inhibition, % at 6.7 µM; purified PP5c, OMFP substrate fluorescence; AID 1987; P53041;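 active means inhibition above the campaign's mean inhibition across all tested compounds plus 3 SD, cut at about 9.5% in these data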;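 further: 0% = DMSO only and 100% = 100 µM cantharidin control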
Target sequence (P53041 whole entry, looked up): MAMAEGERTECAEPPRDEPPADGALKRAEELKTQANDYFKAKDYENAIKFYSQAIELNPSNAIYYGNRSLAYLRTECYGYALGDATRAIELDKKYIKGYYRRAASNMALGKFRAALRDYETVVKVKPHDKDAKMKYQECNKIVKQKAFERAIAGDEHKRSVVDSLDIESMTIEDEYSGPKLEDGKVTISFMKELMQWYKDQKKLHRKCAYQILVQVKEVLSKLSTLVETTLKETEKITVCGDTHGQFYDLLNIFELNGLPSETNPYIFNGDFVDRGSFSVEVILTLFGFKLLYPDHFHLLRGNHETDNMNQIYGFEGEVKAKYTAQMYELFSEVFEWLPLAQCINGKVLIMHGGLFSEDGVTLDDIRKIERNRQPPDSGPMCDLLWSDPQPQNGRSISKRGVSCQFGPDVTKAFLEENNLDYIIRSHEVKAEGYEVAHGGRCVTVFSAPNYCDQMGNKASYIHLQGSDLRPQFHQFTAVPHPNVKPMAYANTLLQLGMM
Fh CTSL1 inh: counter-screen for PFM18AAP inhibitors: inhibitors of F. hepatica cathepsin L1; recombinant F. hepatica cathepsin L1, Z-Leu-Arg-MCA fluorescence; inhibition, % at 5.96 µM; actives 0.49% (n = 300,000); AID 1906;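 active means inhibition above the mean of all tested compounds plus 3 SD, set per screening campaign, cut at about 17% in these data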;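 further: 0% = plate median of test compound wells and 100% = 1 µM Z-Phe-Ala-diazomethylketone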
PP1 inh: blocks human PP1-alpha phosphatase, a PP5 counter-screen. inhibition, % at 6.7 µM. actives 0.9% (n = 320,000). purified PP1alpha, OMFP fluorescence;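 active means inhibition above the mean inhibition of all tested compounds plus 3 SD, computed separately for each screening campaign, cut at about 15% in these data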
procasp3 activ: procaspase-3 (human) activation; P42574; recombinant procaspase-3 D3A, Ac-DEVD-pNA absorbance 405 nm; activation, % at 8.5 µM; actives 0.11% (n = 330,000);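 active means activation above the mean of all tested compounds plus 3 SD, cut at about 21% in these data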;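 further: 0% = DMSO alone and 100% = DMSO wells spiked with extra 5 µM PC-3 D3A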
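Assay system: Procaspase-3 D3A mutant, all three cleavage aspartates alanine. Buffer or medium: Zinc-free HEPES saline buffer with Triton X-100. Times: 1 h compound preincubation, 2 h substrate hydrolysis at 25 °C. Measured by: 405 nm absorbance of p-nitroaniline, reads at 0 and 120 min. Read-out basis: percent activation relative to control range. Replicates: singlicate.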
TPT1 inhibitor: C. albicans TPT1 enzyme inhibition | recombinant caTPT1, FP RNA substrate dephosphorylation | inhibition, % at 5 µM | actives 0.81% (n = 300,000);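 active means inhibition above the mean of all tested compounds plus 3 SD, set per screening campaign, cut at about 24% in these data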;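 further: plate controls were DMSO alone for no effect and ferristatin control at 100 nM for full effect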
HCV core dimer: blocks dimerization of HCV core protein; inhibition, % at 5 µM; actives 0.33% (n = 300,000); TR-FRET GST/Flag-core106 dimerization, 1536-well;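 active means inhibition above the mean of all tested compounds plus 3 SD, set per screening campaign, cut at about 45% in these data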
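Test system: GST/Flag-tagged HCV core106 proteins; Medium: KF-containing HEPES buffer, pH 7.45, DTT, CHAPS, BSA; Times: compound-protein-antibody incubation 4 h at 22.5 °C; Detection: TR-FRET 671 and 617 nm emission; Benchmarks: wells lacking GST-core106 and wells with excess unlabelled core106.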
JMJD2C inh: inhibitors of human GASC-1 (JMJD2C) demethylase; inhibition, % at 2.35 µM; Q9H3R0; AID 2099; actives 0.069% (n = 330,000); GST-JMJD2C(1-420) H3K9me3 demethylation, DELFIA europium;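 active means more than half of a compound's replicate wells show inhibition beyond 50%, single wells judged on their own value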;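 further: signal counts dimethyl H3K9 product captured on neutravidin plate; 0% = median of DMSO wells and 100% = 0.3 times that DMSO median; strong numbers were not always called active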
Target sequence (Q9H3R0 1-420 limits assumed): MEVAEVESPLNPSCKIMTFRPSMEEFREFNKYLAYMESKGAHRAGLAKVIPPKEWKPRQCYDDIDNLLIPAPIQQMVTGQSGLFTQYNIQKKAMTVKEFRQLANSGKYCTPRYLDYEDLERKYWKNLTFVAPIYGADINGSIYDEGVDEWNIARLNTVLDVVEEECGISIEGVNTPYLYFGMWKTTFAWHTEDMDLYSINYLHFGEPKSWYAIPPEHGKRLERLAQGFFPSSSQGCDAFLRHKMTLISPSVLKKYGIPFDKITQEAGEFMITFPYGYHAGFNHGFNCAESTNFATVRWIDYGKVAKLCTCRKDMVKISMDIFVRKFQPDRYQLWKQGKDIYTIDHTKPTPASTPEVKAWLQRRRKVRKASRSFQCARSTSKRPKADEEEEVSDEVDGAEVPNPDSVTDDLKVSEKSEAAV
* hit, by the source's call.

For CCOC(=O)c1ccc(COC(=O)CCc2nc3ccccc3[nH]c2=O)o1 the results were Efflux pump inh 0.0, proCasp7 act -11, PP5 primary 0.0, Fh CTSL1 inh 1, PP1 inh -6, procasp3 activ -23, TPT1 inhibitor -2, HCV core dimer -2 and JMJD2C inh -6.
`CCCN(CC1CC1)c1nc(N)c2c(N)nc(OC)cc2c1C#N` gave Efflux pump inh 0.1, proCasp7 act 0, PP5 primary 12*, Fh CTSL1 inh 1, PP1 inh 4, procasp3 activ -3, TPT1 inhibitor -1, HCV core dimer -13 and JMJD2C inh 2.
Screening CC(=O)NS(=O)(=O)c1ccc(N2C(=O)CC(Sc3nccc(C)n3)C2=O)cc1 (configuration not stated) returned Efflux pump inh 0.1, proCasp7 act 1, PP5 primary 5.5, Fh CTSL1 inh 2, PP1 inh -2, procasp3 activ -1, TPT1 inhibitor 2, HCV core dimer 0 and JMJD2C inh 2.
`C[C@H](NC(=O)[C@H]1N2C(=O)c3ccccc3C2SC1(C)C)C(=O)NCC1CCCO1` (some centres not stated) gave Efflux pump inh -0.1, proCasp7 act -3, PP5 primary 0.6, Fh CTSL1 inh -2, PP1 inh -1, procasp3 activ 3, TPT1 inhibitor -3, HCV core dimer 2 and JMJD2C inh 4.
CCOc1cc(C)c(Cl)cc1S(=O)(=O)NCc1ccc2c(c1)OCO2 was read as Efflux pump inh 0.3, proCasp7 act -1, PP5 primary -3.4, Fh CTSL1 inh -3, PP1 inh -1, procasp3 activ -3, TPT1 inhibitor -5, HCV core dimer 1 and JMJD2C inh 0.
Cc1cc(C)cc(C(N)=Nc2cccc(C#N)c2)c1 was read as Efflux pump inh 0.1, proCasp7 act 2, PP5 primary 5.5, Fh CTSL1 inh 1, PP1 inh -2, procasp3 activ -1, TPT1 inhibitor -3, HCV core dimer 13 and JMJD2C inh 4.
`COC(=O)CCC(=O)Nc1ccc(S(=O)(=O)N2CCc3ccccc32)cc1` gave Efflux pump inh -0.1, proCasp7 act 4, PP5 primary 2.0, Fh CTSL1 inh -8, PP1 inh 2, procasp3 activ 4, TPT1 inhibitor -3, HCV core dimer -7 and JMJD2C inh -7.
CCN(c1ccccc1)S(=O)(=O)c1ccc(OC)c(NC(=O)c2cccs2)c1 was read as Efflux pump inh -0.1, proCasp7 act 3, PP5 primary -0.2, Fh CTSL1 inh -4, PP1 inh -3, procasp3 activ 1, TPT1 inhibitor 1, HCV core dimer 5 and JMJD2C inh -6.
Screening O=C(NC1(C(F)(F)F)C(=O)Nc2c1c(=O)[nH]c(=O)n2-c1ccc(F)cc1)c1cccnc1 (configuration not stated) returned Efflux pump inh -0.1, proCasp7 act 2, PP5 primary 0.0, Fh CTSL1 inh -1, PP1 inh 9, procasp3 activ 0, TPT1 inhibitor -2, HCV core dimer 1 and JMJD2C inh -21.
For Cc1oc(-c2ccc(Cl)cc2)cc1C(=O)NC1CCN(Cc2ccccc2)CC1 the results were Efflux pump inh -0.1, proCasp7 act -2, PP5 primary 2.2, Fh CTSL1 inh 3, PP1 inh -2, procasp3 activ -3, TPT1 inhibitor 7, HCV core dimer 0 and JMJD2C inh -4.
CCC(C)N1CC23C=CC(O2)C(C(=O)OCc2ccccc2)C3C1=O (configuration not stated) was read as Efflux pump inh -0.1, proCasp7 act 10, PP5 primary -2.7, Fh CTSL1 inh -3, PP1 inh -3, procasp3 activ 1, TPT1 inhibitor 0, HCV core dimer 0 and JMJD2C inh -25.
O=[N+]([O-])c1ccc(NCCc2ccccc2)c(Br)c1 was read as Efflux pump inh 0.5, proCasp7 act -4, PP5 primary 2.9, Fh CTSL1 inh 0, PP1 inh -1, procasp3 activ -9, TPT1 inhibitor 2, HCV core dimer -12 and JMJD2C inh 10.
Screening CCOc1ccc2cc(/C=C/C(=O)c3ccco3)c(Cl)nc2c1 returned Efflux pump inh -0.2, proCasp7 act -14, PP5 primary 2.8, Fh CTSL1 inh 3, PP1 inh 2, procasp3 activ -10, TPT1 inhibitor 37*, HCV core dimer 31 and JMJD2C inh 3.
For N#C/C(=C\c1ccc(OC(=O)c2ccc(Br)s2)cc1)c1nc2ccccc2[nH]1 the results were Efflux pump inh 0.2, proCasp7 act 6, PP5 primary 0.6, Fh CTSL1 inh -3, PP1 inh 5, procasp3 activ 3, TPT1 inhibitor 2, HCV core dimer -1 and JMJD2C inh 21.
For COC(=O)c1ccc(COC(=O)CNC(=O)c2cccc(OC)c2)o1 the results were Efflux pump inh 0.3, proCasp7 act -1, PP5 primary 3.7, PP1 inh 3, procasp3 activ 5 and JMJD2C inh -4.
Screening Cc1ccsc1/C=N/NC(=O)c1cccs1 returned Efflux pump inh -0.5, proCasp7 act 1, PP5 primary 0.1, Fh CTSL1 inh 0, PP1 inh -7, procasp3 activ 2, TPT1 inhibitor -2, HCV core dimer -3 and JMJD2C inh -2.
COc1ccccc1CNS(=O)(=O)c1cc(C(=O)NCC2CCCO2)c(Cl)cc1Cl (configuration not stated) was read as Efflux pump inh -0.6, proCasp7 act 15, procasp3 activ 3 and JMJD2C inh 3.
`O=C(CCNS(=O)(=O)c1ccc(Br)cc1)NC1CCN(Cc2ccccc2)CC1` gave Efflux pump inh 0.1, proCasp7 act 16, PP5 primary -2.3, Fh CTSL1 inh 3, PP1 inh 1, procasp3 activ 2, TPT1 inhibitor 4, HCV core dimer -4 and JMJD2C inh 42.
Screening CC(C)(C)c1ccc(C(=O)N2CCC(C(=O)NCCC3=CCCCC3)CC2)cc1 returned Efflux pump inh 0.1, proCasp7 act -6, PP5 primary 0.1, Fh CTSL1 inh 3, PP1 inh 0, procasp3 activ -2, TPT1 inhibitor -1, HCV core dimer 7 and JMJD2C inh 26.
For CC(C)(C)c1ccc(C(=O)Nc2ccc(C(=O)N3CCOCC3)cc2)cc1 the results were Efflux pump inh -0.4, proCasp7 act 10, PP5 primary 1.7, Fh CTSL1 inh 2, PP1 inh 0, procasp3 activ -3, TPT1 inhibitor -3, HCV core dimer -4 and JMJD2C inh 6.
Screening Cc1cccc(OCCSc2nc3ncnc(N)c3[nH]2)c1 returned Efflux pump inh 0.1, proCasp7 act -12, PP5 primary 0.2, Fh CTSL1 inh -2, PP1 inh 4, procasp3 activ -5, TPT1 inhibitor 1, HCV core dimer -16 and JMJD2C inh 0.
COc1ccccc1C(=O)NNC(=O)c1cccc(Cl)c1 was read as Efflux pump inh -0.1, proCasp7 act 0, PP5 primary 1.4, Fh CTSL1 inh -4, PP1 inh 0, procasp3 activ 6, TPT1 inhibitor 0, HCV core dimer 6 and JMJD2C inh 8.
Cc1ccc(/C=C/C(=O)c2ccccc2O)cc1 was read as Efflux pump inh 0.0, proCasp7 act -3, PP5 primary 0.9, Fh CTSL1 inh -10, PP1 inh 0, procasp3 activ 7, TPT1 inhibitor 2, HCV core dimer -1 and JMJD2C inh -3.
`O=C(/C=C/c1ccco1)Nc1cccc(C(=O)Nc2ccccc2C(=O)O)c1` gave Efflux pump inh -0.2, proCasp7 act -6, PP5 primary 2.1, Fh CTSL1 inh 1, PP1 inh 1, procasp3 activ -2, TPT1 inhibitor 5, HCV core dimer 6 and JMJD2C inh -7.
`CC(c1ccccc1)n1cc(C(=O)NCC2COc3ccccc3O2)nn1` (configuration not stated) gave Efflux pump inh 0.0, proCasp7 act 4, PP5 primary -0.6, Fh CTSL1 inh 0, PP1 inh 0, procasp3 activ -5, TPT1 inhibitor 0, HCV core dimer -1 and JMJD2C inh 25.
Screening Cc1cccc(C)c1-n1nnnc1SCC(=O)c1c(N)n(C2CC2)c(=O)[nH]c1=O returned Efflux pump inh 0.1, proCasp7 act 5, procasp3 activ 8 and JMJD2C inh -3.
Screening Cc1ccc(C(=O)NCC2CCCN2S(=O)(=O)c2ccc(C)cc2)cc1 (configuration not stated) returned Efflux pump inh 0.0, proCasp7 act 13, PP5 primary 0.2, Fh CTSL1 inh 0, PP1 inh -2, procasp3 activ 6, TPT1 inhibitor -1, HCV core dimer 7 and JMJD2C inh -6.
O=C(NCCCC1CCCC1)C1CCC(=O)N(Cc2cccc(F)c2)C1 (configuration not stated) was read as Efflux pump inh 0.0, proCasp7 act 5, PP5 primary -0.3, Fh CTSL1 inh 2, PP1 inh -4, procasp3 activ -3, TPT1 inhibitor 3, HCV core dimer 6 and JMJD2C inh -17.
Screening Cc1ccc(C)c(Cn2cnc3c(nnn3-c3ccc(F)cc3)c2=O)c1 returned Efflux pump inh 0.2, proCasp7 act 5, PP5 primary 2.4, Fh CTSL1 inh -3, PP1 inh -13, procasp3 activ -6, TPT1 inhibitor 3, HCV core dimer 12 and JMJD2C inh 92.
Screening CCCCOc1ccc(C2(C(=O)O)CCCC2)cc1 returned Efflux pump inh -0.1, proCasp7 act 10, PP5 primary 1.5, Fh CTSL1 inh -1, PP1 inh 0, procasp3 activ -6, TPT1 inhibitor -6 and HCV core dimer 4.
Cc1ccc(/C=C2\SC(=S)N(C3CCS(=O)(=O)C3)C2=O)o1 (configuration not stated) was read as Efflux pump inh 0.1, proCasp7 act -30, PP5 primary 1.9, Fh CTSL1 inh 5, PP1 inh -1, procasp3 activ -18, TPT1 inhibitor 5, HCV core dimer -6 and JMJD2C inh -34.
COc1cc(OC)c(OC)cc1CN1CCN(C(=O)CC(C)C)CC1 was read as Efflux pump inh -0.2, proCasp7 act -3, PP5 primary -0.5, Fh CTSL1 inh -1, PP1 inh 5, procasp3 activ 6, TPT1 inhibitor 1, HCV core dimer 9 and JMJD2C inh 5.
Screening Cc1ccc2[nH]c(=O)c(NC(N)=S)nc2c1 returned Efflux pump inh -0.8, proCasp7 act -4, PP5 primary 1.5, Fh CTSL1 inh 0, PP1 inh 0, procasp3 activ -4, TPT1 inhibitor -5, HCV core dimer -9 and JMJD2C inh -4.
CCOC(=O)N1CCN(C(=O)c2ccc(C)c(S(=O)(=O)Nc3ccccc3)c2)CC1 was read as Efflux pump inh 0.0, proCasp7 act -2, PP5 primary -2.4, Fh CTSL1 inh -4, PP1 inh -6, procasp3 activ 5, TPT1 inhibitor 1, HCV core dimer -5 and JMJD2C inh 2.
`COc1ccc(N(CC(=O)NCc2cccnc2)S(=O)(=O)c2ccc(C)c([N+](=O)[O-])c2)cc1` gave Efflux pump inh 0.0, proCasp7 act 5, PP5 primary 0.1, Fh CTSL1 inh 3, PP1 inh 4, procasp3 activ -5, TPT1 inhibitor 1, HCV core dimer 1 and JMJD2C inh 1.
`COCCn1c(SCc2cccc([N+](=O)[O-])c2)nc2ccccc2c1=O` gave Efflux pump inh -0.1, proCasp7 act 0, PP5 primary 2.7, Fh CTSL1 inh 4, PP1 inh 2, procasp3 activ 3, TPT1 inhibitor -4, HCV core dimer 0 and JMJD2C inh -7.
